RGS4-Gao reg – human RGS4-Galphao interaction regulation; binding response (% of control), % at 10 µM; AID 1415; Multiplexed bead flow cytometry, RGS4-Galphao binding; actives lie on both sides; P09471; hit rate 0.33% among 220,000; in the data active = binding response below about 49% or above about 150%; inactive = in between;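 note: fluorescent Galphao activated with aluminum fluoride binding bead-coupled RGS4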
Target sequence (P09471 whole entry, looked up): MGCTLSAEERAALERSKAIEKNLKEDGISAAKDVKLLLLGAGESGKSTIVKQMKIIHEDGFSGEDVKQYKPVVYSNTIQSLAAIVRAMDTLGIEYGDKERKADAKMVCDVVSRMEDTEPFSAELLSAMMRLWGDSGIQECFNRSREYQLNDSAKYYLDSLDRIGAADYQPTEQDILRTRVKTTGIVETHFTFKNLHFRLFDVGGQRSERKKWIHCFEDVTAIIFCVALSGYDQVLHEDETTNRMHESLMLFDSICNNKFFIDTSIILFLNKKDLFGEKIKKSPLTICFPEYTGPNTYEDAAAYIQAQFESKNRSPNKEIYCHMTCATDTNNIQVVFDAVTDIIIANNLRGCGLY
Bfl-1 Bim block – inhibitors of Bim-Bfl-1 interaction, human; Q16548; Bead-based flow cytometry, Bim-Bfl-1 binding inhibition; inhibition, % at 10 µM; hit rate 0.12% among 190,000;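 note: 0% = wells without compound plus tracer and 100% = blocker peptide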
RGS7-Gao – modulates binding of RGS7 to human Galphao. P09471. Multiplexed bead flow cytometry; actives lie on both sides. binding response (% of control), % at 10 µM. hit rate 0.35% among 220,000. AID 1439; in the data active = binding response below about 49% or above about 150%; inconclusive = no clear call, values can overlap the other calls; inactive = in between;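 note: fluorescent Galphao held in activated GDP-AlF4 state binding bead-coupled RGS7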
ABCG2 inh – inhibitors of human ABCG2 transporter, ABCB1 counter-screen | IgMXP3 cells, JC-1 efflux, flow cytometry | Q9UNQ0 | hit rate 0.1% among 190,000 | inhibition, % at 6.6 µM;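 active = inhibition above 80%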;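 note: 0% = DMSO and 100% = nicardipine control wells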
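Test system: IgMXP3 cells (ABCG2) mixed with DDAO far-red-labelled CCRF-Adr cells (ABCB1). Reagent: JC-1 transporter substrate. Compound dosing: single test compound dose, 6.6 µM final. Times: 10 min compound exposure, 25 °C. Detection: flow cytometry of retained JC-1 fluorescence. Read-out basis: efflux inhibition in percent versus controls. Controls: nicardipine and DMSO wells.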
Bim-Bcl-B – human Bim-Bcl-B interaction inhibition; bead-based flow cytometry, Bim peptide-Bcl-B binding; inhibition, % at 10 µM; hit rate 0.073% among 190,000; AID 951;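 note: 0% = tracer peptide without compound and 100% = reference inhibitor peptide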
Target sequence (Q9HD36 whole entry, looked up): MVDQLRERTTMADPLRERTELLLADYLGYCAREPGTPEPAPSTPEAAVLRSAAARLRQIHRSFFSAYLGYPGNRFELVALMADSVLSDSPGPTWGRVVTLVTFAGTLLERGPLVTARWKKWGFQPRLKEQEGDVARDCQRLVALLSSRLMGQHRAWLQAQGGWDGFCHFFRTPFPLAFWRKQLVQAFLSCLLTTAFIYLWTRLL
ABCB1 block – human ABCB1 inhibition, ABCG2 as counter-screen. P08183. CCRF-Adr cells, JC-1 efflux, flow cytometry. inhibition, % at 6.6 µM. hit rate 0.067% among 190,000. AID 1326; in the data active = inhibition above about 40%;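 note: 0% = vehicle and 100% = reference inhibitor; higher value means more JC-1 retained so stronger ABCB1 efflux block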
Bcl-XL Bim block – inhibitors of Bim-Bcl-XL interaction, human; AID 1007; Bim peptide-Bcl-XL binding, bead flow cytometry, fluorescence; hit rate 0.04% among 190,000; inhibition, % at 10 µM
Bcl-W Bim block – inhibitors of Bim-Bcl-W interaction, human | Q92843 | inhibition, % at 10 µM | bead-based flow cytometry, Bim peptide-Bcl-W binding | hit rate 0.02% among 190,000 | AID 952;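 note: 0% = bound tracer without compound and 100% = peptide blocker; higher means less fluorescent Bim peptide bound to Bcl-W beads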
Target sequence (Q92843 whole entry, looked up): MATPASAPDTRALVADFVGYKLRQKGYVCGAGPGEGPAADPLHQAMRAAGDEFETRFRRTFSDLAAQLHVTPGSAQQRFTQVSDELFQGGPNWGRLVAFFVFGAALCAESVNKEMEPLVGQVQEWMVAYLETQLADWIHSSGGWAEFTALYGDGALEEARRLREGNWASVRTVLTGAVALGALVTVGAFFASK
Bcl-2 Bim block – human Bim-Bcl-2 interaction inhibition; Bead-based flow cytometry, Bim peptide-Bcl-2 binding; inhibition, % at 10 µM; hit rate 0.06% among 190,000; AID 950; in the data active = inhibition above about 40%; inconclusive = no clear call, values can overlap the other calls;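 note: 0% = no compound wells with probe peptide and 100% = reference peptide inhibitor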
Target sequence (P10415 whole entry, looked up): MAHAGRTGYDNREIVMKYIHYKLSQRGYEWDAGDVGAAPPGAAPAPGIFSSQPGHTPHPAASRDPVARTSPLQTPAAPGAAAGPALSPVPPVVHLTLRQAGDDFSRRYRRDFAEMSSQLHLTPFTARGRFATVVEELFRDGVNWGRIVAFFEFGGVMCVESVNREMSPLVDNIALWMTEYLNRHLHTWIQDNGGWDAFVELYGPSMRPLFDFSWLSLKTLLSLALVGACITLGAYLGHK
RGS8-Gao – human RGS8-Galphao interaction regulation. response (percent of control binding), % at 10 µM. hit rate 0.34% among 220,000. AID 1423. multiplexed bead flow cytometry, RGS8-Galphao binding; actives lie on both sides. P09471; in the data active = response below about 60% or above about 140%; inactive = in between;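 note: Galphao activated as the GDP aluminium fluoride complex binding bead-coupled RGS8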
GSH bead fluor – compound fluoresces at 488/530 nm on GSH beads | fluorescence (KMESF) at 10 µM | hit rate 0.25% among 190,000 | AID 1776 | GSH beads flow cytometry, compound fluorescence 488/530 nm; stronger effect = higher value; in the data active = fluorescence above about 89;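 note: glutathione beads carrying GST-tagged Bcl family fusion proteins plus one bare bead set; values are compound well signal with DMSO vehicle wells as background; inactives centre near 16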
Numbers without * were called inactive; ? = inconclusive; nt = no result given; [ ] = remark or other dose. Cut-off read from the data, not from the text of the source, unless noted: active = inhibition above about 40%.

Values in the order: RGS4-Gao reg	Bfl-1 Bim block	RGS7-Gao	ABCG2 inh	Bim-Bcl-B	ABCB1 block	Bcl-XL Bim block	Bcl-W Bim block	Bcl-2 Bim block	RGS8-Gao	GSH bead fluor
- COC(=O)c1ccc(COC(=O)c2ccccc2OC)cc1
 : 90	15	96	35	7	-1.8	18	10	13	91	12
- Cc1cc(C)n(-c2cc(N3CCN(C(=O)c4cccc(F)c4)CC3)ccc2[N+](=O)[O-])n1
 : 102	0	102	11	-4	2.2	-4	-2	-2	106	26
- Cc1ccc(-n2ncc3ccccc3c2=O)cc1Cl
 : 104	-4	101	2	-2	0.0	-5	-4	-2	106	16
- N#Cc1c(-c2ccco2)cc(C2CC2)nc1SCC(=O)c1ccccc1
 : 100	0	99	1	0	0.2	-2	-1	1	101	23
- CCOC(=O)c1sc(NC(=O)COC(=O)Cn2cnc3ccccc32)c(C(=O)OCC)c1C
 : 94	-7	93	3	-4	1.4	-8	2	-8	97	38
- Cc1cc(NC(=O)Nc2cccc([N+](=O)[O-])c2)no1
 : 105	-9	103	7	-3	0.7	-1	2	-4	109	23
- CC1(C)CNC(=O)c2sc(NC(=O)CN3CCOCC3)nc2C1
 : 104	1	102	5	-3	0.6	-1	-4	0	102	19
- CCn1c(CNC(=O)Cc2ccc(OC)cc2)nnc1SCCOc1ccccc1
 : 101	0	113	4	0	1.3	0	-1	-1	100	4
- CC1CCCC(NC(=O)C2CCN(S(=O)(=O)N3CCCCC3)CC2)C1C (configuration not stated)
 : 104	-9	?	6	-6	1.4	-6	-4	-3	102	18
- COc1cc2nc(NC(=O)c3ccccc3)[nH]c(=O)c2cc1OC
 : 97	-8	100	5	-6	0.9	-5	1	-12	100	10
- O=[N+]([O-])c1ccc(N2CCN(c3ccccc3O)CC2)c(Cl)c1
 : 101	0	100	0	-5	0.3	-6	-3	0	103	6
- S=C(NCc1ccc2c(c1)OCO2)NCc1ccco1
 : 99	0	102	1	-8	0.4	-4	-1	2	100	22
- Cc1cc(C(=O)CN2C(=O)NC3(CCCc4ccccc43)C2=O)c(C)n1Cc1ccccc1 (configuration not stated)
 : 100	-8	99	6	-7	1.9	-1	-1	-2	103	14
- CCN1CCN(C(=O)c2ccc(Cl)c(S(=O)(=O)N3CCOCC3)c2)CC1
 : 104	-11	101	3	-9	0.5	-4	2	-5	101	12
- CC(=O)Nc1cc(NC(C)=O)cc(C(=O)NC(C)(C)C)c1
 : 105	-1	102	1	0	0.4	-1	-1	1	101	15
- Cc1ccc(C(=O)CSC2=C(C#N)C(c3ccco3)C3=C(CCCC3=O)N2)cc1 (configuration not stated)
 : 104	-2	105	0	-1	0.3	-2	-4	-3	104	19
- CCOC(=O)CSc1nnc(CCc2nc3ccccc3[nH]2)n1C
 : 94	-4	97	0	0	0.0	-2	0	-1	103	5
- COc1ccccc1N1CCN(C(=O)Cc2cccs2)CC1
 : 97	-12	95	1	-4	0.5	-2	2	-6	101	25
- CCn1c(SCC(=O)c2ccc(NS(=O)(=O)c3ccccc3)cc2)nnc1-c1cccs1
 : 100	-17	100	20	-10	-1.4	-12	-4	-7	99	36
- Cn1c(Oc2ccccc2NCc2cccc(Br)c2)cc(=O)n(C)c1=O
 : 105	-2	106	6	-5	1.4	-3	-3	-3	101	10
- COc1ccc2[nH]c(=O)c(CN(CC3CCCO3)C(=O)Nc3ccccc3OC)cc2c1 (configuration not stated)
 : 98	0	99	3	-3	1.1	-2	-1	-1	100	13
- Cc1cccc(NC(=S)N(CCN2CCOCC2)Cc2cc3cc4c(cc3[nH]c2=O)OCO4)c1
 : 101	-3	96	2	-5	0.4	-6	1	-3	99	18
- O=C(Nc1ccccc1)C(O)C(O)C(=O)Nc1ccccc1 (configuration not stated)
 : 100	2	106	1	0	-0.3	2	3	3	108	18
- CC(C)c1cc(C(=O)N2CCCC(C(=O)c3ccc4ccccc4c3)C2)on1 (configuration not stated)
 : 106	-4	100	14	-5	2.4	-3	-3	-3	104	12
- CCC(C)(C)NC(=O)C(c1ccccc1F)N(Cc1ccco1)C(=O)c1csnn1 (configuration not stated)
 : 102	-8	103	0	-7	0.0	-8	-3	-10	99	13
- COc1ccccc1-n1cnnc1SC1CCOC1=O (configuration not stated)
 : 113	-12	113	0	-6	0.1	0	-2	-6	111	31
- COC(=O)c1ccc(C(NC(=O)OCc2ccccc2)/C(F)=C/[C@@H](C)C(=O)NCc2ccc(-c3ccccc3)cc2)cc1 (some centres not stated)
 : 102	0	99	-1	-5	1.4	-3	-1	1	100	17
- CCOc1ccc(NC(=O)N(C2CCCCCC2)C2CCN(C(C)=O)CC2)cc1
 : 104	0	102	2	0	0.6	-2	-2	3	98	6
- COc1ccc(CNC(=O)/C=C/c2cc([N+](=O)[O-])ccc2OC(F)F)cc1
 : 104	-11	106	2	-6	0.5	-4	0	-5	107	32
- COc1cc(Cn2c(=O)oc3ccc(C)cc32)ccc1OC(C)C
 : 101	0	106	13	-3	1.6	-3	-1	1	102	16
- CCOC(=O)c1sc2nc(CC(=O)OC)nc(NCc3ccco3)c2c1C
 : 97	-3	96	16	-3	1.4	0	5	-1	94	13
- COc1ccccc1C/C(N)=N/OC(=O)c1ccc2c(c1)OCO2
 : 104	-1	105	16	-1	0.0	-1	0	2	101	10
- COc1c(C(O)CC(C)C)ccc2c1C(=O)OCc1cc(C)cc(O)c1O2 (configuration not stated)
 : 103	-4	106	3	-4	1.0	-6	-2	-10	104	19
- CCC1CCCCN1CCCNC(=O)c1ccc(CS(=O)(=O)Cc2ccccc2F)o1 (configuration not stated)
 : 102	-13	101	0	-8	0.0	-6	-1	-8	101	33
- Cc1cccc(/C=N\Nc2nnc(-c3ccccc3)c(=O)[nH]2)c1
 : 104	0	101	-5	-1	-0.9	-2	-1	2	104	6
- CCc1cc2c(cc(C(=O)O)n2C)s1
 : 101	-20	104	-10	-15	-1.8	-10	-2	-11	102	32
- CCOC(=O)c1cccc(NC(=O)CN(c2ccc(C)cc2)S(=O)(=O)c2c(C)n[nH]c2C)c1
 : 106	-2	103	9	-2	0.8	-1	3	-7	104	11
- Cc1cccc(CCNC(=O)C2CCN(S(=O)(=O)c3c(C)nn(C)c3C)CC2)c1
 : 93	-13	93	1	-9	0.2	-3	-2	-7	94	13
- CCOc1ccc(-n2c(Cc3cc(=O)[nH]c(=O)[nH]3)nnc2SCC(=O)OC)cc1
 : 99	-3	101	3	0	0.4	0	3	-1	104	12
- Cn1c(SCC(=O)NCCN2C(=O)CSC2=O)nnc1-c1ccccc1
 : 124	-7	213*[activator]	0	-1	nt	-5	-3	-2	107	9
- O=C(NCCCN1CCOCC1)C(=O)N/N=C/c1c(Cl)cccc1Cl
 : 103	1	103	0	-1	-0.3	0	2	1	109	10
- CCC(NC(=O)c1ccccc1NC(=O)c1ccc(OC)cc1)C(=O)N1CCCC1 (configuration not stated)
 : 109	-2	106	5	-10	-0.9	-7	-2	-4	108	10
- Cc1cc(NC(=O)C(C)C)ncc1NC(=O)Cc1ccccc1
 : 102	-2	102	1	-1	0.5	-5	-2	0	102	12
- Cc1cc(C)n(C(=O)C(C)n2nc([N+](=O)[O-])c(Br)c2C)n1 (configuration not stated)
 : 99	-6	99	1	-9	-0.2	-8	-4	-9	98	20
- COc1ccc(-c2csc(N(CC3CCCO3)C(=O)c3ccco3)n2)cc1 (configuration not stated)
 : 105	-5	103	5	-4	0.5	-4	0	-9	105	22
- COc1cc(OC)c(S(=O)(=O)Nc2ccc(C(=O)N3CCCC3)cc2)cc1NC(C)=O
 : 101	0	102	1	-1	1.1	-2	-4	-3	101	71
- COc1ccc(NC(=S)N2CCc3ccccc3C2)cc1OC
 : 96	-7	92	2	-9	0.1	-5	-2	-5	98	26
- CC(C)CCNC(=O)C12CN(Cc3ccccc3)CC1C(c1ccc([N+](=O)[O-])cc1)=NO2 (configuration not stated)
 : 94	0	97	7	-2	0.8	-14	0	-2	93	37
- CN1CCN(S(=O)(=O)c2ccc3c(c2)NC(=O)C2CCCN32)CC1 (configuration not stated)
 : 93	-3	95	2	0	0.1	-6	-1	-4	97	14
- CCN(CC)CCNC(=O)Cc1nn(Cc2ccccc2)c(=O)c2ccccc12
 : 98	-8	104	1	-4	0.9	-2	1	-6	102	11
- CC(C)C(=O)Nc1cccc(C(=O)Nc2nccs2)c1
 : 101	0	96	5	0	0.4	1	1	-1	102	19
- CCCn1c(N)c(C(=O)CSc2nc3ccccc3c(=O)n2Cc2ccccc2)c(=O)[nH]c1=O
 : 227*[activator]	4	158*[activator]	1	-2	0.6	5	5	0	112	16
- COc1cc(/C=C/C(=O)N2CCCN(C(=O)/C=C/c3cc(OC)c(OC)c(OC)c3)CC2)cc(OC)c1OC
 : 100	-8	103	1	-4	0.5	0	0	2	107	16
- CCOC(=O)c1oc2nc(C)c3c(c2c1N)CC(C)(C)OC3
 : 105	-14	102	1	-2	0.2	-5	1	-3	103	18
- Cc1nc(NS(=O)(=O)c2ccccc2)sc1NC(=O)OCCN(C)C
 : 103	-11	103	1	-8	0.4	-14	0	-12	106	30
- COC(=O)C1=C(C)OC(N)=C(C#N)C1c1ccco1 (configuration not stated)
 : 101	12	100	0	3	0.6	-2	0	1	100	67
- CCN(CC)CCN(C(=O)Cn1nnc(-c2ccc(OC)c(OC)c2)n1)C(C(=O)NC1CCCC1)c1ccc(F)cc1 (configuration not stated)
 : 102	-15	103	4	-4	1.0	-6	0	-6	103	27
- COc1ccc(C2=Nn3c(nnc3-c3cccnc3)SC2)cc1
 : 96	-10	96	3	2	0.3	1	2	-3	98	18
- COc1ccccc1-c1cc(-c2ccc(C)cc2)nc(SCc2nnc(-c3ccccc3)o2)c1C#N
 : 108	0	108	-7	-17	-6.3	-5	-1	-12	100	11
- N#CCCn1cnc2ccccc21
 : 101	-2	102	1	-2	0.3	-4	-2	-2	102	24

Following part
Values in the order: RGS4-Gao reg	Bfl-1 Bim block	RGS7-Gao	ABCG2 inh	Bim-Bcl-B	ABCB1 block	Bcl-XL Bim block	Bcl-W Bim block	Bcl-2 Bim block	RGS8-Gao	GSH bead fluor
- Cc1cccn2c(=O)c(/C=C(\C#N)S(=O)(=O)c3ccc(Cl)cc3)c(N3CCC(C(N)=O)CC3)nc12
 : 102	-13	97	1	-6	-0.5	0	0	-5	102	23
- CC1CCN(C(=O)c2cc(Cl)nc3ccccc23)CC1
 : 104	-10	106	18	-8	2.2	-6	-4	-5	104	17
- Cc1ccc(NC(=O)CN2CCCCCC2)c(Br)c1
 : 101	-14	100	1	-10	0.4	-3	4	-17	99	14
- COc1cc(NC(=O)C/C(C)=N/NC(=O)Cc2ccccc2)c(OC)cc1Cl
 : 112	-15	112	2	-4	0.3	-5	-1	-8	111	9
- Cc1ccc(OCC2Cn3c(nc4c3c(=O)[nH]c(=O)n4C)O2)cc1 (configuration not stated)
 : 99	-15	95	12	-8	0.6	0	-1	-9	101	34

Compound activity as filed in PubChem.
